# SRC1 inh – inhibitors of human steroid receptor coactivator 1 (SRC1); HEK293 GAL4-SRC1 luciferase reporter, luminescence; hit rate 0.12% among 360,000; Q15788; inhibition, % at 3.6 µM;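 active means inhibition above the campaign mean plus 3 SD, with each screening campaign given its own cutoff, cut at about 60% in these data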;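 further: 0% = DMSO treated cells and 100% = gossypol at 36 µM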
# TLR9-MyD88 inh – TLR9-MyD88 interaction inhibition. Q9NR96+Q99836. CHO BLA complementation TLR9-MyD88, CCF4 FRET ratio. inhibition, % at 4.98 µM. hit rate 0.21% among 340,000;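 active means inhibition above the mean over all tested compounds plus 3 SD, cut at about 21% in these data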;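 further: 0% = DMSO only wells and 100% = clavulanate BLA inhibitor control wells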
# LRH-1 inv ag – NR5A2 inverse agonism in reporter assay; O00482; HEK293T StAR-luciferase reporter, LRH-1 transfected, 24 h; inhibition, % at 3.6 µM; hit rate 0.13% among 360,000; AID 602396;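 active means inhibition above the mean inhibition of all tested compounds plus 3 SD, cut at about 73% in these data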;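 further: 0% = DMSO wells and 100% = reporter-only cells lacking LRH-1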
# Target sequence (O00482 whole entry, looked up): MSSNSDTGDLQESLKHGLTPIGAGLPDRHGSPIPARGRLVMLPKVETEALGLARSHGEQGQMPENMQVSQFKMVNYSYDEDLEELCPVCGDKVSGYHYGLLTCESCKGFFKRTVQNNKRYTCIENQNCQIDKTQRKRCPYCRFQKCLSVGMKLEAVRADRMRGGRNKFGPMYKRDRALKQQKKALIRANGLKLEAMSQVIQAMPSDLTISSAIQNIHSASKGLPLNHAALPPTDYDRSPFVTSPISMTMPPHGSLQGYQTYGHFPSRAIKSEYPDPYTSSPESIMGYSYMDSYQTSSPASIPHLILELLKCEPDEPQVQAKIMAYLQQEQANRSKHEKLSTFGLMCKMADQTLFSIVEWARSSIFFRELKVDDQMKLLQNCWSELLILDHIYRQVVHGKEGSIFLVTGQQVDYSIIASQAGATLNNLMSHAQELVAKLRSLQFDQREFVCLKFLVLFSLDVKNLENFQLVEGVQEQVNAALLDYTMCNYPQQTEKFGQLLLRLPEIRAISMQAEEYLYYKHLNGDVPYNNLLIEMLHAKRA
# TWEAK Fn14 block – TWEAK-Fn14 signaling inhibition | TWEAK-stimulated Fn14 reporter cells, luciferase luminescence, 8 h | inhibition, % at 10 µM | hit rate 2% among 360,000 | AID 1159606; in the data active means inhibition above about 50%
# NCOA3 inh – inhibitors of human steroid receptor coactivator 3 (SRC3). HEK293 GAL4-SRC3 luciferase reporter, luminescence. hit rate 0.17% among 360,000. Q9Y6Q9. inhibition, % at 3.6 µM;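 active means inhibition above a per-campaign cutoff, the mean of all compounds plus 3 SD, cut at about 60% in these data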;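 further: 0% = DMSO-treated cells and 100% = gossypol-treated cells at 36 µM; higher means less SRC3-driven luciferase light from the GAL4 reporter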
# Granule exo inh – lytic granule exocytosis inhibition | TALL-104 LAMP-1 surface exposure, flow cytometry; cells stimulated with thapsigargin and PMA | inhibition, % at 10 µM | hit rate 0.66% among 360,000;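 active means inhibition above about 55%, limit read from the data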
# COUP-TFII inh – inhibitors of human COUP-TFII (NR2F2); P24468; HEK293T NGFI-A luciferase reporter, luminescence; inhibition, % at 8.6 µM; hit rate 0.7% among 370,000; AID 686940;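 active means inhibition above a per-plate cutoff, mean inhibition of test wells between control levels plus 3 SD, cut at about 38% in these data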;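 further: cells cotransfected with COUP-TFII expression vector driving the NGFI-A reporter; 0% = median of COUP-TF2 test wells and 100% = reporter-only cells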
# Target sequence (P24468 whole entry, looked up): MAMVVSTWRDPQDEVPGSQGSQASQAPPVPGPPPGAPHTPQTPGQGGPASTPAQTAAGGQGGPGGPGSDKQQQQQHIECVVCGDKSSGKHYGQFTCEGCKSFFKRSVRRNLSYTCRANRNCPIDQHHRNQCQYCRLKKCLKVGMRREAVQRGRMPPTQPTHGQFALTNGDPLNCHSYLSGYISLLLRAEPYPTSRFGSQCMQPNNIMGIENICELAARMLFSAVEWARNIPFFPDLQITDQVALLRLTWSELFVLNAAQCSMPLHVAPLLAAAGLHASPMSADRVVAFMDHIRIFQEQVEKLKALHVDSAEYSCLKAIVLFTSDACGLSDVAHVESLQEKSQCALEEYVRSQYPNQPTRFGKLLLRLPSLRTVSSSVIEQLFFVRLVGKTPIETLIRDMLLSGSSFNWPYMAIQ
# NCOA2 inhibitor – human SRC2 (NCOA2) inhibition; Q15596; inhibition, % at 9 µM; hit rate 0.17% among 370,000; HEK293 GAL4-SRC2 luciferase reporter, luminescence;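 active means inhibition above the mean inhibition of all tested compounds plus 3 SD, set per campaign, cut at about 52% in these data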;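 further: 0% = DMSO treated cells and 100% = cells given Gossypol at 36 µM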
# ABHD5-PLIN5 inh – inhibitors of human ABHD5-perilipin-5 interaction. Q00G26+Q8WTS1. Split G. princeps luciferase complementation, luminescence, 4 h. inhibition, % at 4 µM. hit rate 0.78% among 360,000;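 active means inhibition above the mean inhibition across every tested compound plus 3 SD, cut at about 22% in these data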;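 further: 0% = DMSO only wells and the 100% control is not disclosed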
# TROY NFkB inh – inhibitors of TROY-dependent NF-kB signaling; Q293 LMP1-TROYcd NF-kB luciferase reporter, 4 h; inhibition, % at 10 µM; hit rate 0.98% among 360,000; AID 1347056;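 active means compounds whose plate-normalised and pattern-corrected inhibition of the luciferase reporter signal at the single screening dose is 50% or more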
# NOD2-RIPK2 inh – inhibitors of human NOD2-RIPK2 interaction; O43353; CHO BLA complementation NOD2-RIPK2, CCF4 ratio; inhibition, % at 4.98 µM; hit rate 0.38% among 360,000; in the data active means inhibition above about 21%;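 further: 0% = vehicle only and 100% = reference blocker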
# The depositor's hits bear a star; x = no result given. Some of the compounds tested; the hit share may differ from the screen's.
SMILES,SRC1 inh,TLR9-MyD88 inh,LRH-1 inv ag,TWEAK Fn14 block,NCOA3 inh,Granule exo inh,COUP-TFII inh,NCOA2 inhibitor,ABHD5-PLIN5 inh,TROY NFkB inh,NOD2-RIPK2 inh
CCCNC(=O)C(Cc1ccc(Cl)cc1)NC(=O)c1ccc(-c2ccccc2)cc1 (stereo not given),-11,-9,-43,-2,1,4,4,-10,-10,-15,6
O=C(Cn1ccc([N+](=O)[O-])n1)NCc1nc2ccccc2[nH]1,7,-3,4,17,0,0,6,-1,-2,-26,-10
Cc1ccc(S(=O)(=O)NCC2(c3ccccc3)CCOCC2)cc1,1,5,11,13,9,3,0,-4,0,12,-2
Cc1ccc(S(=O)(=O)NCCCCCCNS(=O)(=O)c2ccc(C)cc2)cc1,8,10,-3,7,1,5,16,-2,-10,25,8
Cc1ccccc1C(=O)Nc1cccc(C(=O)N/N=C/c2cc(Cl)cc([N+](=O)[O-])c2O)c1,0,5,-7,-4,10,2,11,-18,4,-3,-3
CC1(C(=O)NCc2ccccc2)CSCC(=O)N1CCc1c[nH]c2ccccc12 (stereo not given),x,x,18,x,x,-1,9,-3,11,x,-3
COCCNC(=O)CN(C(=O)CCC(=O)Nc1ccccn1)c1ccc(F)c(Cl)c1,6,-37,1,10,14,-3,14,-15,-8,9,-14
Cn1ccc(=S)c2ccccc21,1,-2,16,5,1,-2,3,-2,-13,-8,7
Cn1cccc1/C=N/n1c(-c2ccc(Cl)cc2)n[nH]c1=S,10,0,13,7,-4,3,1,-6,-18,10,-3
CCOC(=O)C1=C(N)N(c2ccc(C)cc2)C2=C(C(=O)CCC2)C1c1cccs1 (stereo not given),10,-10,6,-17,17,0,2,-6,-2,-6,1
COCCN1Cc2cccc(C(=O)Nc3ccc(C)c(C)c3)c2C1=O,-16,-2,-22,6,7,0,-6,14,-1,-69,4
CC(C(=O)Nc1ccccc1-c1ccccc1)N1CCN(C(=O)c2ccccc2)CC1 (stereo not given),9,10,5,-40,-1,-3,15,0,0,-16,5
Cc1ccc(C(=O)N/C(=C\c2ccc3c(c2)OCO3)C(=O)Nc2ccc(C(=O)O)cc2)cc1,2,-3,1,-18,0,-1,3,-8,5,-16,-10
CC(=O)OC(=C(OC(C)=O)c1ccccc1)c1ccccc1,1,-11,-9,-1,3,-4,1,-10,1,8,-1
Oc1cccc2c3c(oc12)CCCC3,-7,x,-6,-10,-17,-15,-4,-16,-4,-39,-15
CCCNC(=O)N1CCC(C(=O)c2cccc(F)c2)CC1,6,7,15,-21,2,-4,3,-8,5,-15,-12
CC(C)C[C@H]1CN(CCCC[C@H]2CNC(=O)C(=O)N2CC2CCCCC2)C(=O)C(=O)N1CCC1CCCCC1,x,x,3,12,x,0,9,21,5,-10,6
Cc1ccc(C)n1-c1sc2c(c1C(=O)O)CCCC2,-15,-5,-11,13,-1,2,15,4,-2,7,-7
OCC[C@@H]1C[C@H](O)[C@@H](O)[C@]2(CCc3ccccc3O2)O1,-2,3,-11,6,-7,-5,0,5,-8,13,-1
Cc1ccc(-n2c(C)nnc2SCC(=O)N2CCc3ccccc3C2)cc1,10,-1,12,-6,26,16,4,13,6,2,3
CC(C)CC(=O)N(c1ccc(F)cc1)C1C=CS(=O)(=O)C1 (stereo not given),3,3,0,2,17,-1,2,-33,0,23,7
CCN(CC)CCOC(=O)c1ccc(NC(=O)CNC(=O)C2CCCCC2)cc1,3,8,-4,-5,16,1,-1,-7,-6,-3,-19
COc1ccccc1CCNC(=O)C1CCC(=O)N(C2CC2)C1 (stereo not given),0,1,-3,-21,-42,-1,-9,15,-2,-7,-3
CC1CCN(C(=O)c2cc(F)c(F)cc2Cl)CC1,-8,-13,7,-12,5,3,7,16,-6,9,2
O=C(O/N=C1/CCSc2ccccc21)c1ccccc1,3,-72,-32,-1,-6,-1,1,0,3,-48,-5
Nc1oc2ccc(F)cc2c(=O)c1C=O,0,-2,2,17,-4,1,-13,-25,3,-4,-5
CCOC(=O)c1nnc(-c2ccccc2)nc1N1CCSCC1,-11,-4,1,1,-1,-4,4,5,-6,6,-1
CCc1nnc(NS(=O)(=O)c2ccc(NC(=O)c3cccc([N+](=O)[O-])c3)cc2)s1,3,3,4,-9,5,-2,2,-1,-5,19,0
COc1ccccc1N1CC(C(=O)Nc2ccc(C)c(S(=O)(=O)N3CCOCC3)c2)CC1=O (stereo not given),-7,-2,12,-14,1,-3,0,7,1,-6,7
Cc1ccc(C(C)NC(=O)c2cccs2)cc1 (stereo not given),11,-1,3,-8,18,0,17,-12,-5,4,8

# 11 structures from above, sorted by length of the SMILES, highest first.
SMILES,SRC1 inh,TLR9-MyD88 inh,LRH-1 inv ag,TWEAK Fn14 block,NCOA3 inh,Granule exo inh,COUP-TFII inh,NCOA2 inhibitor,ABHD5-PLIN5 inh,TROY NFkB inh,NOD2-RIPK2 inh
CC(C)C[C@H]1CN(CCCC[C@H]2CNC(=O)C(=O)N2CC2CCCCC2)C(=O)C(=O)N1CCC1CCCCC1,x,x,3,12,x,0,9,21,5,-10,6
CCc1nnc(NS(=O)(=O)c2ccc(NC(=O)c3cccc([N+](=O)[O-])c3)cc2)s1,3,3,4,-9,5,-2,2,-1,-5,19,0
COc1ccccc1N1CC(C(=O)Nc2ccc(C)c(S(=O)(=O)N3CCOCC3)c2)CC1=O (stereo not given),-7,-2,12,-14,1,-3,0,7,1,-6,7
OCC[C@@H]1C[C@H](O)[C@@H](O)[C@]2(CCc3ccccc3O2)O1,-2,3,-11,6,-7,-5,0,5,-8,13,-1
Cc1ccc(-n2c(C)nnc2SCC(=O)N2CCc3ccccc3C2)cc1,10,-1,12,-6,26,16,4,13,6,2,3
CC(C)CC(=O)N(c1ccc(F)cc1)C1C=CS(=O)(=O)C1 (stereo not given),3,3,0,2,17,-1,2,-33,0,23,7
CCOC(=O)c1nnc(-c2ccccc2)nc1N1CCSCC1,-11,-4,1,1,-1,-4,4,5,-6,6,-1
Cc1ccc(C)n1-c1sc2c(c1C(=O)O)CCCC2,-15,-5,-11,13,-1,2,15,4,-2,7,-7
CC1CCN(C(=O)c2cc(F)c(F)cc2Cl)CC1,-8,-13,7,-12,5,3,7,16,-6,9,2
Cc1ccc(C(C)NC(=O)c2cccs2)cc1 (stereo not given),11,-1,3,-8,18,0,17,-12,-5,4,8
Nc1oc2ccc(F)cc2c(=O)c1C=O,0,-2,2,17,-4,1,-13,-25,3,-4,-5

# Remaining list, next part
SMILES,SRC1 inh,TLR9-MyD88 inh,LRH-1 inv ag,TWEAK Fn14 block,NCOA3 inh,Granule exo inh,COUP-TFII inh,NCOA2 inhibitor,ABHD5-PLIN5 inh,TROY NFkB inh,NOD2-RIPK2 inh
CC(=O)Nc1ccc(NC(=O)C(C)c2cccc(C(=O)c3ccccc3)c2)cc1 (stereo not given),-1,0,8,-4,-1,0,-5,-13,-1,-2,8
Cc1ccc(CCNC(=O)CSCc2ccc(F)cc2)cc1,-19,-5,-1,-7,13,2,1,17,3,-28,-7
CC(=O)Nc1cccc(-c2ccnc3c2CC(C(=O)NCCC(F)(F)F)O3)c1 (stereo not given),4,x,-30,3,4,-4,-1,-19,-7,10,3
CC(=O)Nc1cccc(NC(=O)c2cccc(Cl)c2)c1,-2,x,-37,-3,-15,-1,-18,-29,-7,-13,1
Cn1cccc1/C=C1\SC(=Nc2ccccc2)NC1=O,-56,-2,-93,0,-55,56*,-67,-21,5,-5,6
Cc1cc(C)n(-c2ccc(Cl)c(C(=O)Nc3ccc(OC(F)(F)F)cc3)n2)n1,18,5,0,2,7,-1,17,11,9,-10,-25
CN(C)CCNC(=O)C(=O)Nc1cc2c3c(c1)CCN3C(=O)CC2,-15,12,6,-9,16,-1,9,-11,-3,-9,3
CCOC(=O)c1cnc2ccc(C(=O)OC)cc2c1Nc1cccc(C(=O)O)c1,3,4,2,35,-20,-3,3,-5,-1,-15,4
Cc1ccc(S(=O)(=O)Nc2nc(-c3ccc(F)cc3)cs2)cc1,-9,1,3,-12,9,-1,12,0,-2,12,2
COCCN(Cc1ccccc1)C(=O)Cc1ccc(OC)c(S(=O)(=O)N2CCOCC2)c1,16,-17,-6,-7,-37,6,-3,5,5,12,1

# Only COUP-TFII inh (2 entries from above):
structure | COUP-TFII inh
Cc1ccc(CCNC(=O)CSCc2ccc(F)cc2)cc1 | 1
CC(=O)Nc1cccc(-c2ccnc3c2CC(C(=O)NCCC(F)(F)F)O3)c1 (stereo not given) | -1

# Other results:
SMILES,SRC1 inh,TLR9-MyD88 inh,LRH-1 inv ag,TWEAK Fn14 block,NCOA3 inh,Granule exo inh,COUP-TFII inh,NCOA2 inhibitor,ABHD5-PLIN5 inh,TROY NFkB inh,NOD2-RIPK2 inh
Cc1cccc(OCC(=O)NCCCNC(=O)c2cccnc2)c1,11,-2,3,13,-4,-9,-14,-12,4,-1,-5
Cc1ccc(C(=O)O)cc1-c1ccc(/C=C2\SC(=O)N(CC(=O)Nc3ccc4c(c3)OCO4)C2=O)o1,-5,3,0,1,1,0,-6,-3,-5,27,-1
COc1cc(OC)c(OC)cc1CN1CCc2ccccc2C1,-5,0,-18,-8,-28,1,13,-2,-1,-3,2
O=C(CN(CC1CCCO1)C(=O)CCC(=O)Nc1nccs1)NCc1ccccc1 (stereo not given),-1,-4,14,13,13,-3,-7,-2,-3,2,-3
C/C(=N\N=C\c1ccccc1)c1nnn(-c2nonc2N)c1C,-33,3,-75,4,-17,0,-30,-47,9,-24,-9
CCOC(=O)C1C(c2ccccc2Cl)NC(=O)N(C)C1(O)C(F)(F)F (stereo not given),8,-1,8,-15,0,-5,9,-20,-2,8,-5
N/C(=N\OC(=O)c1ccccc1Cl)c1ccccn1,-53,13,-75,102*,-11,0,9,20,4,70*,-9
Cc1noc(C)c1CSCC(=O)N(C)CC(=O)Nc1ccc(F)cc1,0,-7,-2,5,10,-12,-9,0,8,-4,-7
Cc1ccc(CS(=O)(=O)CCC(=O)NCCCN2CCCC2=O)cc1,-13,3,-2,4,-8,0,4,-10,3,5,-3
O=C(O)c1ccccc1NS(=O)(=O)c1ccc(N/N=C/c2cccc(O)c2O)c([N+](=O)[O-])c1,-5,-11,-12,3,-3,-1,7,-2,-8,13,-1
O=S(=O)(NC1CCN(Cc2ccccc2)CC1)c1ccc(F)c(F)c1,12,-9,-10,10,1,-6,-11,9,3,-1,-6

# Bioassay records (PubChem BioAssay)
